VHR inh abs = DUSP3 (human) phosphatase inhibition; P51452; recombinant VHR phosphatase, pNPP absorbance; inhibition, % at 13.3 µM; hit rate 0.52% among 290,000; in the data active = inhibition above about 50%; also: some compounds called inactive have numbers as strong as hits
Target sequence (P51452 whole entry, looked up): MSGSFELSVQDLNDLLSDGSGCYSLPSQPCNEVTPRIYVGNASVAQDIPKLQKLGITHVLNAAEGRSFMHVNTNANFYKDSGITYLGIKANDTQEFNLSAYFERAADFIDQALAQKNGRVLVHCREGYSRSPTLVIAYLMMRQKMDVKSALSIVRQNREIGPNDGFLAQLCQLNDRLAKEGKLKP
MazF activator = increases E. coli MazEF RNase cleavage of RNA. P0AE70. FAM/BHQ RNA-DNA oligo cleavage fluorescence, 5 h. activation, % at 20 µM. hit rate 0.32% among 350,000; in the data active = activation above about 50%
Target sequence (P0AE70 whole entry, looked up): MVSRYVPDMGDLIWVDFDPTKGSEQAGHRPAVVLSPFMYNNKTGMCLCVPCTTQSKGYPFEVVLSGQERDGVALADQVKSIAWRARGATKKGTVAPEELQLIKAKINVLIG
BoNT A protease = blocks Botulinum neurotoxin A light chain protease | inhibition, % at 10 µM | multiplex microsphere protease substrate cleavage, flow cytometry | hit rate 0.17% among 360,000; also: plate controls were buffer without enzyme for full effect and enzyme alone for no effect
Anthrax LF prot = anthrax lethal factor protease inhibition; P15917; hit rate 0.12% among 360,000; multiplex microsphere protease cleavage assay, LF; AID 588501; inhibition, % at 10 µM; also: plate controls were buffer without enzyme for full effect and enzyme alone for no effect
PrPC TRFRET = inhibitors of human cell surface prion protein PrPC; hit rate 0.43% among 370,000; inhibition, % at 13.8 µM; TR-FRET read-out; AID 720596; in the data active = inhibition above about 24%; also: 0% = median of the test wells and 100% = reference compound wells
BoNT-F LC inh = BoNT F light chain protease inhibition | hit rate 0.22% among 360,000 | AID 588497 | inhibition, % at 10 µM | Multiplex microsphere protease cleavage assay, flow cytometry; in the data active = inhibition above about 35%, passing the limit was not always enough; inconclusive = no clear call, values can overlap the other calls; also: plate controls were buffer without enzyme for full effect and enzyme alone for no effect
Rv3671c protease = Rv3671c (M. tuberculosis) protease inhibition; inhibition, % at 5.96 µM; hit rate 0.048% among 320,000; P9WHR9; in the data active = inhibition above about 38%;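 also: extracellular domain of Rv3671c used as enzyme; 0% = enzyme with DMSO and 100% = no enzyme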
Target sequence (P9WHR9 whole entry, looked up, the tested form may be a part): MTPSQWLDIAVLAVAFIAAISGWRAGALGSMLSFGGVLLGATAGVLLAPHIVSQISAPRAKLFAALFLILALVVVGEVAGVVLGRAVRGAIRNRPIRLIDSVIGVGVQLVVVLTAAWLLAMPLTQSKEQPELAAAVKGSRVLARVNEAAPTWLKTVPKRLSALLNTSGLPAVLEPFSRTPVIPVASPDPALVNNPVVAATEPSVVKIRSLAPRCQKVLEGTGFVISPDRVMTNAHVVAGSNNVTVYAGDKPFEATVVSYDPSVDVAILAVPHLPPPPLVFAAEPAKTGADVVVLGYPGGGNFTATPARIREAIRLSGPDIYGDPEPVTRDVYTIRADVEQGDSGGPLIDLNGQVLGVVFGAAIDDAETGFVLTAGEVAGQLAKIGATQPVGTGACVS
3CLpro inhibitor = SARS-CoV 3CLpro protease inhibition; inhibition, % at 6 µM; P0C6X7; recombinant SARS-CoV 3CLpro, quenched FRET peptide cleavage; hit rate 0.14% among 290,000; in the data active = inhibition above about 12%
SSB-PriA inh = blocks PriA binding to SSB C-terminal tail; AID 1272365; AlphaScreen SSBct-PriA binding, biotinylated peptide; hit rate 0.6% among 430,000; inhibition, % at 33 µM; in the data active = inhibition mostly above about 37%, no sharp cut-off; inactive = mostly below about 20%;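 also: plate controls were negative control peptide for no effect and reference peptide for full effect; strong numbers were not always called active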
CCHFV vOTU inh = CCHFV vOTU protease inhibition; Pep-AMC fluorescence; inhibition, % at 11.5 µM; hit rate 0.55% among 370,000; AID 651958; in the data active = inhibition above about 30%; also: 0% = vehicle wells with enzyme and 100% = no enzyme wells
* marks the source's active call; other numbers are inactive results; ? = inconclusive; . = not tested or not shown; & = joins results of further samples. Rule as the data show it, unless noted: active = inhibition above about 30%; inconclusive = no clear call, values can overlap the other calls; inactive = below that.

SMILES	VHR inh abs	MazF activator	BoNT A protease	Anthrax LF prot	PrPC TRFRET	BoNT-F LC inh	Rv3671c protease	3CLpro inhibitor	SSB-PriA inh	CCHFV vOTU inh
Cc1ccc(S(=O)(=O)NCCC(=O)N2CCN(Cc3ccccc3)CC2)cc1	-2.4	-0.3	0.1	-2.5	5.0	0.9	-11.2	2.3	7.5	14.5
CC(=O)Nc1cccc2c1C(=O)N(c1ccc(C)cc1)C2=O	22.2	1.5	-0.8	-0.5	-4.8	3.3	-4.8	0.0	-19.6	-6.1
C=C(C)C(=O)N1CCN(C(=O)C(=C)C)c2ccccc21	.	0.7	-0.2	7.3	8.2	0.1	.	.	0.3	-2.5
COc1ccccc1N1CCN(/N=C/c2ccc(O)cc2O)CC1	13.9	15.1	-2.6	-3.0	2.5	?	8.0	-1.6	.	11.8
COc1ccc(-c2nc3nc(C)c(Cc4ccccc4)c(=O)n3[nH]2)cc1	18.0	-3.7	0.1	-1.3	-5.5	0.2	1.4	0.8	1.9	3.2
Cc1cccc(NCc2ccccc2)c1	8.5	-4.3	-1.0	-4.6	1.5	-3.0	-4.6	-0.9	-3.4	-3.3
Cc1ccc(NC(=O)OC(C)CNC(=O)Oc2cccc(C)c2)cc1 (configuration not stated)	15.2	5.8	-1.3	-2.1	6.4	-0.3	-10.7	0.9	-8.6	19.1
CC(C(=O)NCc1cccs1)N1C(=O)c2ccccc2C1=O (configuration not stated)	41.4	-0.5	-0.4	-4.5	.	-1.7	-2.1	-0.9	-1.3	.
CCN(CC)CC#CCC1(O)c2ccccc2-c2ccccc21	2.2	-8.5	-0.9	-0.3	4.7	-6.5	3.9	-0.6	-4.8	-0.8
Cc1cc(C)n2c(Nc3ccc4c(c3)OCCO4)c(C3CC3)nc2n1	.	.	0.1	1.5	1.7	-1.1	.	.	.	10.2
CCNc1nc(NC(C)(C)C)nc(Oc2ccc(=O)n(-c3ccccc3)n2)n1	12.5	3.7	-2.1	-1.8	-2.1	-11.6	-13.1	-4.2	-9.3	10.1
O=C(CSc1n[nH]c(-c2cccnc2)n1)Nc1ccc(Cl)cc1	11.8	7.9	0.6	-2.0	13.3	9.0	6.3	6.6	-16.1	-9.8
O=C1CCCN1CC(=O)N1CCCC(N2CCN(c3cccc(Cl)c3)CC2)C1 (configuration not stated)	24.0	0.5	.	.	-1.0	.	-4.0	-4.1	-13.2	-2.9
Clc1ccc(-c2c[nH]c3ccccc23)nn1	13.6	-8.2	0.7	5.8	2.1	0.8	5.5	4.6	-4.5	-5.8
COC(=O)/C(=C(/F)Sc1cc(C)c(O)c(C)c1)C(F)(F)F	17.5	8.7	-0.2	0.4	.	-0.4	-9.1	2.3	10.9	.
Cc1ccc(-n2nc(C)c3c2NC(=O)CSC3c2ccc3c(c2)OCO3)cc1 (configuration not stated)	25.8	8.2	-0.2	-1.0	13.1	-7.6	3.1	1.0	2.4	5.3
CCOc1ccccc1CNC(=O)CCC(=O)N1Cc2ccccc2Oc2ncccc21	22.4	-5.9	0.7	1.6	-0.9	1.2	-3.2	-0.4	-8.4	-4.4
O=C(O)CCNS(=O)(=O)c1cccc2nsnc12	.	5.2	-0.1	1.0	-30.3	-3.8	1.2	.	-13.6	-4.9
O=C(O)C(c1ccccc1)C(O)C1CCCC1 (configuration not stated)	.	10.7	-0.1	-7.8	1.9	3.6	.	.	-3.9	0.7
COc1ccc(NC(=O)CN(C)C(=O)Cn2c(=O)oc3ccccc32)cc1	.	4.7	.	.	6.8	.	5.4	.	-7.2	2.1
CC(C)OC(=O)c1ccc(COC(=O)CNC(=O)c2ccco2)cc1	17.0	3.1	1.9	-16.4	4.1	8.8	-10.7	-0.1	-9.3	21.1
CN(C(=O)c1ccc(NC(=O)Cc2cccc(NC(=O)C3CCN(C(=O)C4CC4)CC3)c2)cc1)C1CC1	.	6.8	-0.2	0.6	5.4	-4.1	.	.	-8.7	-3.9
C/C(=N\Nc1cccc2cccnc12)c1ccccn1	20.2	3.5	-0.7	-4.0	9.2	-5.1	2.2	0.6	.	5.9
COc1ccc(C(=O)NC(NC(=S)Nc2ccc(S(N)(=O)=O)cc2)C(Cl)(Cl)Cl)cc1 (configuration not stated)	-4.1	5.9	0.1	-1.2	4.2	-7.1	-102.5	0.1	36.0	4.3
O=C(Nc1ccc(Br)cc1F)C1CCCO1 (configuration not stated)	8.8	2.7	-0.2	-0.5	7.3	10.7	9.1	2.0	-0.1	1.1

Arranged by SMILES length (smallest number first): part of the list above.
SMILES	VHR inh abs	MazF activator	BoNT A protease	Anthrax LF prot	PrPC TRFRET	BoNT-F LC inh	Rv3671c protease	3CLpro inhibitor	SSB-PriA inh	CCHFV vOTU inh
O=C(O)CCNS(=O)(=O)c1cccc2nsnc12	.	5.2	-0.1	1.0	-30.3	-3.8	1.2	.	-13.6	-4.9
COc1ccccc1N1CCN(/N=C/c2ccc(O)cc2O)CC1	13.9	15.1	-2.6	-3.0	2.5	?	8.0	-1.6	.	11.8
Cc1ccc(-n2nc(C)c3c2NC(=O)CSC3c2ccc3c(c2)OCO3)cc1 (configuration not stated)	25.8	8.2	-0.2	-1.0	13.1	-7.6	3.1	1.0	2.4	5.3

Other records.
SMILES	VHR inh abs	MazF activator	BoNT A protease	Anthrax LF prot	PrPC TRFRET	BoNT-F LC inh	Rv3671c protease	3CLpro inhibitor	SSB-PriA inh	CCHFV vOTU inh
COc1cc(-c2nc(-c3ccc(Br)o3)no2)cc(OC)c1OC	8.7	-18.9	-0.6	-2.5	-7.5	-4.1	-2.5	2.9	-8.5	4.1
Nc1cc(-c2ccc(OC(F)(F)F)cc2)nn1-c1ccc(Cl)c(Cl)c1	10.1	3.4	.	.	-4.5	.	-1.7	0.1	-0.3	13.5
CC(=O)c1ccc(NC(=O)/C(=C\c2ccc(F)cc2)NC(=O)c2ccco2)cc1	30.6	8.4	-1.3	-2.0	-3.0	-3.4	-6.2	-1.4	-0.9	-5.9
COc1ccc(N2C(=O)c3ccccc3NC23CCCC3)cc1	15.5	10.1	0.1	4.5	10.7	-0.4	2.5	2.5	5.2	-7.3
CN(C)c1nn(C(=O)Nc2cccc(C(F)(F)F)c2)cc1-c1ccccc1	24.5	-5.8	-5.3	-12.1	3.7	-25.9	-3.4	-7.8	-20.4	8.3
O=C(Nc1ccc2oc(-c3cccc4ccccc34)nc2c1)c1ncn[nH]1	-6.1	-1.6	-0.2	-3.8	2.2	-6.9	-64.2	-4.0	-3.6	1.9
Cc1sc(-c2ccncc2)nc1OC(=O)c1cc(Cl)cc(Cl)c1	2.0	49.9	0.5	-2.9	3.8	-3.3	-3.9	0.4	-33.4	-8.3
CCOC(=O)C1CCN(C2=NC(=O)/C(=C/c3ccc(O)cc3)S2)CC1	.	-10.6	0.4	-4.3	-23.6	17.5	-0.2	-1.5	-21.0	-4.5
COCc1cc(=O)n2[nH]c(C)c(-c3ccccc3)c2n1	-27.5	-1.6	-2.9	1.7	10.7	17.7	-15.6	1.2	-12.3	-33.7
Cc1cccc(C(=O)O/N=C2\CCSc3ccc(C)cc32)c1	-7.3	-3.7	.	.	0.9	.	-7.7	1.5	.	-4.2
CC(=O)Nc1ccc(S(=O)(=O)NC2CC(=O)N(c3ccc4c(c3)OCCO4)C2)cc1 (configuration not stated)	.	2.0	1.3	-3.4	2.4	1.6	0.9	.	-8.0	-2.4
COc1ccc(COc2cc(-c3cccc(OC)c3)nc3ccc(NC(=O)C(C)C)cc23)cc1	15.1	-4.8	0.0	1.5	2.2	-1.3	-30.4	-3.2	-10.2	-5.9
CN(C)CCCN(C(=O)COc1ccccc1)c1nc2c(Cl)cccc2s1	26.2	9.2	0.3	-11.2	-12.4	-4.0	4.6	0.0	4.1	15.7
CC(C)(C)c1cc(N2CCOCC2)n2ncc(-c3ccccc3)c2n1	22.2	-6.0	-0.8	-0.8	-5.2	-0.1	12.2	2.5	-8.8	-8.9
Cc1ccccc1NC(=O)c1cccc2nc3ccccc3nc12	27.3	-1.9	-0.4	-2.5	-9.4	-4.7	0.5	2.7	10.2	-0.2
O=C(CSc1nccc(=O)[nH]1)c1ccccc1Br	10.7	-8.5	-0.4	-2.6	-3.3	-1.8	-8.6	-2.5	9.7	-3.8
CC1(C)CC(=O)C(C(N)=NC(=O)c2ccc([N+](=O)[O-])cc2)=C(O)C1	-9.8	5.5	0.0	-0.8	7.4	2.5	-2.5	3.4	.	-7.0
COc1cccc(OC)c1NC(=O)NC(=O)c1c(OC)c(Br)cc([N+](=O)[O-])c1OC	16.2	5.7	0.4	0.9	-0.8	-2.9	-1.7	7.7	12.4	3.5
CCc1nnc(NC(=O)CSc2nccn2-c2cccc(C)c2C)s1	21.1	-3.8	-0.2	-7.5	20.5	-3.0	8.5	-1.1	4.6&-7.0&13.0	11.8
CCC1(CCO)C(=O)NC(=S)NC1=O	.	5.9	-0.6	-10.1	0.8	-0.7	.	.	-2.8	8.2
Cc1ccc(S(=O)(=O)N2[C@@H](c3ccc(Cl)cc3)C(C(=O)O)=CC[C@H]2c2ccc(Cl)cc2)cc1	.	5.7	-0.2	-5.3	6.5	9.7	-17.8	.	-7.3	20.6
COc1cccc(C2CC(c3ccc(Cl)cc3)n3nc(N)nc3N2)c1 (configuration not stated)	-12.0	5.7	-0.1	-6.5	-17.4	-9.8	1.3	2.1	5.7	17.7
CCc1nnc(NC(=O)CSc2nnc(CSc3nc(C)cc(C)n3)n2C)s1	25.6	4.0	2.5	5.1	-7.4	32.2	-2.2	-0.2	-5.2	-10.5
CCC(C)c1ccccc1NC(=O)COC(=O)c1ccc(C)c(NC(=O)c2ccco2)c1 (configuration not stated)	10.5	9.6	-0.4	-0.4	3.7	0.5	-5.7	1.5	-2.7	20.5
Cc1ccc(S(=O)(=O)N2[C@@H](c3ccc(Br)cc3)C(C(=O)O)=CC[C@H]2c2cccs2)cc1	.	-1.5	0.0	-2.4	4.8	-7.9	1.4	.	0.2	-2.5

(list continues)
SMILES	VHR inh abs	MazF activator	BoNT A protease	Anthrax LF prot	PrPC TRFRET	BoNT-F LC inh	Rv3671c protease	3CLpro inhibitor	SSB-PriA inh	CCHFV vOTU inh
CCOC(=O)C1=CCC(c2cccs2)N(S(=O)(=O)c2ccc(C)cc2)C1 (configuration not stated)	.	.	-1.0	-13.0	0.0	-17.6	.	.	.	1.6
COc1ccc([N+](=O)[O-])cc1N(CC(O)CN(C)C)S(=O)(=O)c1ccc(C)cc1 (configuration not stated)	1.9	7.8	-0.8	-3.0	-4.0	3.2	4.0	0.7	-6.0	6.8
O=C(COC(=O)COc1ccccc1)Nc1ccc(Br)cc1F	.	10.0	-0.2	-10.5	0.4	-7.2	-6.7	.	2.3	13.8
CSc1nnc(N2C(=O)C(O)=C(C(=O)c3ccco3)C2c2ccc(F)cc2)s1 (configuration not stated)	-12.9	22.6	-0.1	-1.1	-1.9	2.6	5.4	-0.3	16.9	8.6
Cn1cncc1C#Cc1ccc(N2C(c3ccsc3)=Cc3ccc(F)cc3C2c2c[nH]c3ccccc23)cc1 (configuration not stated)	.	.	1.4	-2.9	-0.4	-9.0	.	.	.	-3.5
N#Cc1c(N)oc(-c2cccs2)c1-c1cccs1	-9.6	14.1	1.3	1.2	-1.0	-1.0	-1.0	2.2	-10.0	10.6
O=C(OCC(=O)N1CCc2ccccc2C1)c1cccc([N+](=O)[O-])c1	22.7	-0.6	0.1	-0.3	3.9	-1.3	2.6	0.2	12.2	-4.2
O=C(OCC(=O)N1CCN(c2ccccc2)CC1)c1cc(Br)ccc1Cl	.	5.7	-0.2	-8.0	0.1	3.2	4.7	.	-16.6	-1.3
C/C(=N\NC(=O)Cc1cccn1C)c1cccs1	-11.7	4.3	-0.2	1.5	-0.6	-2.1	4.5	4.6	.	-9.0
O=C(NCCCCCCCN1CCCCCCC1)C(C1CCCCC1)C1CCCCC1	.	-4.1	-0.4	-4.6	-13.4	-35.4	.	.	.	16.5
CN1CCN(c2nc(-c3cccs3)nc3ccccc23)CC1	-17.6	2.0	-0.2	-1.7	2.0	-7.1	-5.1	2.2	4.4	4.2
O=C(CN1CCN(c2cccc(Cl)c2)CC1)Nc1nccs1	10.6	-2.1	0.8	-0.4	-4.0	-0.8	-5.7	2.2	-9.9	-0.1

This is a subset. The share of hits here may be higher or lower than overall.
